Screens: PubChem BioAssay, Southern Research Specialized Biocontainment Screening Center
Rac1 GTP hydrolysis – MgcRacGAP GTPase-activating activity inhibitors, confirmation, biochemical, ADP Hunter fluorescence; MgcRacGAP-stimulated Rac1 GTP hydrolysis, ADP Hunter fluorescence; higher % means a stronger effect; GST-tagged Rac1 F28L mutant substrate; inhibition, % at 30 µM; hits with a dose series show IC50 in µM; actives 0.6% (n = 340,000); AID 624330, 2012;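 active = first-screen hits whose inhibition reached a set limit at any dose in the follow-up dose series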;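 also: fluorescence reports GDP produced by GAP-driven GTP hydrolysis; strong numbers were not always called active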
The depositor's hits bear a star. These rows are one share of the data. The share of hits here may be higher or lower than overall.

Rac1 GTP hydrolysis,structure
8.4%,C[C@@H]1CCCCO[C@H](CN(C)C(=O)CCC(F)(F)F)[C@@H](C)CN([C@H](C)CO)C(=O)c2cc(NC(=O)c3ccncc3)ccc2O1
7.6%,COc1cc(OC)c(C(=O)NNC(=O)c2ccc(NS(=O)(=O)c3cccs3)cc2)cc1OC
12.5%,NC(=O)c1ccsc1NC(=O)CSc1ncnc2sccc12
-2.0%,CCOc1ccc(S(=O)(=O)N2CCN(C(=O)C3CC3C)CC2)cc1 (centres undefined)
6.6%,CC(C)(C)OC(=O)[C@H](Cc1ccccc1)NC(=O)c1[nH]cnc1C(=O)Nc1ccccc1F
2.1%,CN(CC(=O)Nc1ccccc1Cl)C(=O)Cn1cc(C(F)(F)F)ccc1=O
10.9%,O=C(CSc1nnc2scc(-c3ccccc3)n12)Nc1nsc(-c2ccc(Cl)cc2)n1
9.1%,Cc1ccc(NC(=O)c2ccc3c(c2)CCN3S(C)(=O)=O)cc1
22.1%,CCOc1ccc(-c2nc(CSCC(=O)NC3CCN(Cc4ccccc4)CC3)c(C)o2)cc1
13.8%,CC(c1nc2ccccc2c(=O)[nH]1)N1CCN(S(=O)(=O)c2ccc(F)c(Cl)c2)CC1 (centres undefined)
-6.7%,CCN1C(=O)[C@@H]2[C@@H](c3ccc(SC4CCCCC4)c(OC)c3)N3CCCC[C@@]3(C(=O)OC)[C@@H]2C1=O
-1.0%,O=C(Nc1cccc(S(=O)(=O)N2CCOCC2)c1)C12CC3CC(CC(C3)C1)C2
4.7%,COc1ccccc1N1CCN(CC(=O)Nc2ccccc2C(=O)NC(C)c2ccccc2)CC1 (centres undefined)
8.8%,Cc1ccc(S(=O)(=O)N2C[C@H]3C(=O)C[C@@H](c4ccccc4F)N(S(=O)(=O)c4ccc(C)cc4)[C@H]3C[C@H]2c2cccc3ccccc23)cc1
7.9%,CCCCNc1nnc(SCC(=O)c2c(N)n(C3CC3)c(=O)[nH]c2=O)s1
6.1%,COC(=O)c1ccc2c(c1)c(-c1ccccc1)c(-c1ccccc1)n2C
4.1%,CC(=O)N(C)Cc1ccc(C(=O)CSc2nnc(C3CC3)n2C2CC2)cc1
6.0%,CC(C)NC(=O)N(C)C[C@H]1Oc2c(cccc2N(C)C)C(=O)N([C@H](C)CO)C[C@@H]1C
10.4%,COc1ccc(Cl)cc1NC(=O)CN(C)C(=O)CN1C(=O)NC(C)(c2ccc3ccccc3c2)C1=O (centres undefined)
6.5%,CCOc1ccc(CCNC(=O)COC(=O)c2n[nH]c3ccccc23)cc1OCC
7.7%,COc1ccc(OC)c(/C=C/C(=O)N2CCN(S(=O)(=O)c3cc(C)ccc3C)CC2)c1
11.0%,O=C1NC(=O)/C(=C/c2ccco2)N1
1.6%,Cc1cc(Br)ccc1NC(=O)CSCc1c(C)noc1C
5.4%,C[C@H](CO)N1C[C@H](C)[C@H](CN(C)S(C)(=O)=O)OCc2cnnn2CCCC1=O
-1.8%,O=C(CCC(=O)c1cccs1)OCc1ccc([N+](=O)[O-])cc1
5.2%,COc1ccccc1N1CC(C(=O)OCC(=O)Nc2cc(C)on2)CC1=O (centres undefined)
4.1%,CCN(C(=O)COC(=O)c1cccc(C)c1[N+](=O)[O-])c1c(N)n(Cc2ccccc2)c(=O)[nH]c1=O
6.8%,Cc1cc(Br)c(NC(=O)COC(=O)CC2CC3CCC2C3)c(Br)c1 (centres undefined)
-0.1%,COc1ccc(NC(=O)c2c(F)cccc2Cl)cc1S(=O)(=O)N1CCOCC1
4.6%,CCN(CC(=O)NCc1ccc(Cl)cc1)C(=O)c1c(C)noc1C
-5.0%,C[C@H](CO)N1C[C@H](C)[C@@H](CN(C)C(=O)Nc2ccc(C(F)(F)F)cc2)Oc2ccc(NC(=O)C3CC3)cc2C1=O
-0.4%,CCOc1ccc(OCCC(=O)N(CC)CC(=O)Nc2ccccc2OC)cc1
4.4%,CC1(C)O[C@@H]2[C@H](O1)[C@@H](COS(=O)(=O)O)O[C@H]2n1cc(Br)c(=O)[nH]c1=O
7.2%,CCC1Nc2ncnc(N3CCOCC3)c2N(Cc2ccc(OC)cc2)C1=O (centres undefined)
22.9%,COc1cc(/C=C(\C#N)C(=O)NCC2CCCO2)ccc1OC(=O)c1ccco1 (centres undefined)
6.4%,CCOC(=O)C1=CN(Cc2cccc(F)c2)S(=O)(=O)NC1CCc1ccccc1 (centres undefined)
5.4%,Cc1ccccc1NC(=O)Cc1nc(COC(=O)c2ccc([N+](=O)[O-])cc2)cs1
-0.7%,COc1ccc(Cl)cc1NC(=O)C(C)Sc1nnc(C2CC2)n1C1CC1 (centres undefined)
7.5%,COc1ccc(C(=O)N2CCN(S(=O)(=O)c3ccc(C)cc3C)CC2)cc1S(=O)(=O)N1CCOCC1
0.5%,N#CC(=C(c1ccccc1)c1ccccc1)c1ccccc1
2.6%,O=C(c1ccccc1)N1CCN(C(=O)c2ccncc2)CC1
5.6%,O=C(c1ccccc1)c1cccc2ccccc12
1.6%,O=C(Cn1ccc(=O)[nH]c1=O)Nc1nccs1
-2.2%,CC(=O)OC1COC(OC(C)=O)CO1 (centres undefined)
-13.7%,C[C@@H]1CN([C@@H](C)CO)C(=O)c2cc(NC(=O)C3CC3)ccc2O[C@H]1CN(C)C
0.7%,O=C(CSc1ccc2nnc(-c3ccc(F)cc3)n2n1)N1CCOCC1
1.6%,Cc1cccc(NC(=O)COC(=O)c2ccc(S(=O)(=O)N3CCCC3)cc2)c1
17.1%,CC(=O)Nc1ccc2c(c1)-c1ccc(F)cc1C2
2.5%,CC(C)(C)OC(=O)[C@H](NC(=O)OCc1ccccc1)c1ccccc1
-25.6%,O=C(CC1SCCNC1=O)NCc1ccccc1 (centres undefined)
7.2%,C[C@@H](NC(=O)c1ncn2c1c(=O)[nH]c1ccc(Br)cc12)c1ccccc1
2.2%,COc1cc(OC)c(C(=O)OCC(=O)Nc2c(C)n(C)n(-c3ccccc3)c2=O)cc1OC
6.7%,Cc1ccc(NC(=S)N2CCN(Cc3ccc4c(c3)OCO4)CC2)c(C)c1
4.2%,CC(=O)N1c2ccccc2[C@H](C)[C@H]1C
-32.6%,CCC1CN2CCc3cc(OC)c(OC)cc3C2CC1CC1c2cc(OC)c(OC)cc2CCN1C(=O)C(Cc1c[nH]c2ccccc12)NC(=O)OC(C)(C)C (centres undefined)
6.2%,CC12CCC3(CC1CCC1OC12)OCCO3 (centres undefined)
2.4%,O=C1C2C3C=CC(O3)C2C(=O)N1N=Cc1cccc2ccccc12 (centres undefined)
4.5%,CN(Cc1ccccc1)C(=O)c1ccccc1C(=O)OCC(=O)N(Cc1ccccc1)C(C)(C)C
1.8%,C[C@H](CO)N1C[C@H](C)[C@@H](CN(C)C(=O)Nc2ccccc2)Oc2c(NC(=O)c3ccncc3)cccc2C1=O
12.6%,Cc1ccc(C)c(N2CCN(C(=O)CCc3nc(-c4ccccc4C(F)(F)F)no3)CC2)c1

Further records.
Rac1 GTP hydrolysis,structure
8.7%,COc1ccc(C2/C=C\CC(OCc3ccccc3)CC(=O)N2Cc2cccc(F)c2)cc1 (centres undefined)
3.3%,O=c1[nH]cc(Cc2ccccc2)c(=O)[nH]1
3.4%,Cc1cc2c(c(C)c1CCO[C@@H]1O[C@H](CO)[C@@H](O)[C@H](O)[C@H]1O)C(=O)[C@@H](C)[C@@H]2O
0.4%,O=S1(=O)CCOC(CO)CN1Cc1ccc(Cl)c(Cl)c1 (centres undefined)
12.5%,O=C(COC(=O)c1cccc(-n2cnnn2)c1)c1ccc(F)c(F)c1
-2.6%,CCN(CC)CCn1c2c(c(SCC(=O)Nc3cccc(C(C)=O)c3)nc1=O)CCCC2
9.3%,COC(=O)C1=C(C)N(Cc2ccccc2)C(=NCCc2c[nH]c3ccccc23)N[C@H]1c1ccccc1
-2.1%,Cc1noc(C)c1COc1ccc(C(=O)N2CCN(c3ccccc3O)CC2)cc1
3.9%,CCOc1ccc(NC(=O)CN(C)C(=O)c2ccc(COc3ccccc3)cc2)cc1OCC
8.2%,COc1ccc(CCNC(=O)CN2C(=O)NC3(CCOc4ccccc43)C2=O)cc1 (centres undefined)
2.5%,COc1ccc(S(=O)(=O)N2CCOCC2)cc1NC(=O)Cc1ccc2c(c1)OCCO2
-4.1%,CCCCNc1ncnc2[nH]ncc12
2.7%,CC1CC(=Cc2ccc([N+](=O)[O-])cc2)C(=O)O1 (centres undefined)
8.1%,Cc1ccc([C@H]2C(C(=O)O)=CC[C@@H](c3ccc(Cl)cc3)N2S(=O)(=O)c2ccccc2C)cc1
12.8%,CCN(CC)C(=O)C1=C(C)N(Cc2ccc(F)cc2)C(=O)C(CC(=O)NC2CCCCC2)C1 (centres undefined)
-2.3%,COc1ccc(C2CC(=O)Oc3cc(OC)ccc32)cc1 (centres undefined)
11.8%,O=C(NCc1ccc(OC(F)(F)F)cc1)c1cccc2c1C(=O)c1ccc(N3CCC(Cc4ccccc4)CC3)cc1S2(=O)=O
4.9%,C[C@H]1COC(=O)[C@H](Cc2ccc(F)cc2)C/C=C\C[C@@H](CC(=O)NCCO)C(=O)N1
5.7%,COc1ccc(S(=O)(=O)N2CCC3CC2c2cc(N4CCOCC4)ccc23)cc1 (centres undefined)
2.8%,Cc1ccc(S(=O)(=O)N2CCN(C(=O)CN3C(=O)CNC3=O)CC2)cc1
5.6%,CC(=O)Nc1ccc2c(c1)C(=O)c1cccc(C(=O)O)c1-2
3.2%,O=C(CNC(=O)c1ccc2ccccc2c1)NC1CCCCC1
10.4%,O=C(COC(=O)C1CC1)NCCc1ccc(Cl)cc1
10.6%,COC(=O)[C@@]1(C)[C@H]2C(=O)N(Cc3ccccc3)C(=O)[C@H]2[C@H]2CN=C(SC)N21
6.6%,COc1ccc2c(COC(=O)CNS(=O)(=O)c3ccc(C)c(C)c3)cc(=O)oc2c1
-7.7%,N#Cc1cccc(NC(=O)COC(=O)c2cc(S(=O)(=O)Nc3ccccc3Cl)ccc2O)c1
3.6%,COc1ccc(N2CC(C(=O)N3CCN(S(=O)(=O)c4ccc(F)c(F)c4)CC3)CC2=O)c(OC)c1 (centres undefined)
5.2%,c1cc2[nH]c3ccncc3c2cn1
11.8%,Oc1[nH]c2ccccc2c1N=Nc1ccccc1Cl
8.4%,Cc1ccccc1NC(=O)C1CCCN1S(=O)(=O)c1ccccc1C(F)(F)F (centres undefined)

Taken from the results shown, 13 compounds:
Rac1 GTP hydrolysis,structure
8.7%,COc1ccc(C2/C=C\CC(OCc3ccccc3)CC(=O)N2Cc2cccc(F)c2)cc1 (centres undefined)
3.3%,O=c1[nH]cc(Cc2ccccc2)c(=O)[nH]1
3.4%,Cc1cc2c(c(C)c1CCO[C@@H]1O[C@H](CO)[C@@H](O)[C@H](O)[C@H]1O)C(=O)[C@@H](C)[C@@H]2O
0.4%,O=S1(=O)CCOC(CO)CN1Cc1ccc(Cl)c(Cl)c1 (centres undefined)
12.5%,O=C(COC(=O)c1cccc(-n2cnnn2)c1)c1ccc(F)c(F)c1
-2.6%,CCN(CC)CCn1c2c(c(SCC(=O)Nc3cccc(C(C)=O)c3)nc1=O)CCCC2
9.3%,COC(=O)C1=C(C)N(Cc2ccccc2)C(=NCCc2c[nH]c3ccccc23)N[C@H]1c1ccccc1
-2.1%,Cc1noc(C)c1COc1ccc(C(=O)N2CCN(c3ccccc3O)CC2)cc1
3.9%,CCOc1ccc(NC(=O)CN(C)C(=O)c2ccc(COc3ccccc3)cc2)cc1OCC
8.2%,COc1ccc(CCNC(=O)CN2C(=O)NC3(CCOc4ccccc43)C2=O)cc1 (centres undefined)
2.5%,COc1ccc(S(=O)(=O)N2CCOCC2)cc1NC(=O)Cc1ccc2c(c1)OCCO2
-4.1%,CCCCNc1ncnc2[nH]ncc12
2.7%,CC1CC(=Cc2ccc([N+](=O)[O-])cc2)C(=O)O1 (centres undefined)

(list continues)
Rac1 GTP hydrolysis,structure
1.0%,O=C(CSc1nnc(-c2ccccc2)c(-c2ccccc2)n1)NCC1CCCO1 (centres undefined)
4.5%,CC(C)CC(C(=O)OCC(=O)N1CCN(c2ccccc2)CC1)N1C(=O)c2ccccc2C1=O (centres undefined)
1.9%,O=C1c2ccc(-c3ccc(F)cc3OCc3ccccc3)cc2S(=O)(=O)c2cccc(C(=O)N3CCN(c4ncc(Cl)cc4Cl)CC3)c21
10.9%,CC1Sc2ccc(C(=O)NCc3ccccn3)cc2NC1=O (centres undefined)
3.0%,Cc1ccccc1NC(=O)Cc1nc(COC(=O)Cc2ccccc2F)cs1
-2.7%,Cc1ccc(C)c(S(=O)(=O)/N=C(/Nc2ccccc2)c2ccccc2)c1
11.8%,Cc1ccc(Cn2c(=O)c3ccccc3n3c(CCC(=O)O)nnc23)cc1
7.5%,CCN1C(=O)[C@H]2[C@H]3CN=C(SCc4ccc(Cl)cc4)N3[C@@](C)(C(=O)OC)[C@H]2C1=O
2.3%,O=C(CC(CC(=O)c1ccccc1)c1ccncc1)c1ccccc1
2.0%,O=C(C1CCN(S(=O)(=O)c2ccccc2F)CC1)N1CCc2ccccc21
1.5%,O=C1CN(S(=O)(=O)c2cc(C(F)(F)F)ccc2Cl)CCN1
10.3%,COc1ccc(Br)cc1CNC(=O)C1CCCN(S(=O)(=O)N2CCC(C)CC2)C1 (centres undefined)
5.2%,O=C(COC(=O)c1ccc(F)cc1F)NC(=O)Nc1ccc2c(c1)OCCO2
0.0%,COc1ccc(C(CNC(=O)c2cccc(S(=O)(=O)N3CCOCC3)c2)N2CCCC2)cc1 (centres undefined)
1.5%,O=[N+]([O-])c1cc(S(=O)(=O)N2CCOCC2)ccc1OCc1cccc(Cl)c1
12.1%,Cc1ccc(CN2CC(C(=O)NCCC3=CCCCC3)CC2=O)cc1 (centres undefined)
1.8%,O=C1CN(C(=O)COC(=O)c2cccc(Br)c2)c2ccccc2N1

Two entries from above, reformatted:
Compound,Rac1 GTP hydrolysis
Cc1ccc(C)c(S(=O)(=O)/N=C(/Nc2ccccc2)c2ccccc2)c1,-2.7%
Cc1ccc(Cn2c(=O)c3ccccc3n3c(CCC(=O)O)nnc23)cc1,11.8%
